Bioassay records: PubChem, several laboratories
PfHsp40 rescue – rescue of yeast from PfHsp40 toxicity, primary screen, S. cerevisiae, ATP luminescence; S. cerevisiae expressing PfHsp40, growth rescue; growth rescue, % at 12.5 µM; 0.68% of 340,000 active; AID 504582, 2011; in the data active = growth rescue above about 28%, passing the limit was not always enough; inconclusive = no clear call, values can overlap the other calls;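 also: yeast W303a lacking pdr1 and pdr3 grown in galactose medium; growth measured after three days at 30 °C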
BoNT-F LC inh – BoNT/F light chain protease inhibitors, primary screen, biochemical, flow cytometry, MLPCN library; Botulinum neurotoxin type F light chain protease (Clostridium botulinum); inhibition, % at 10 µM; Multiplex microsphere protease cleavage assay; 0.22% of 360,000 active; AID 588497, 2011; in the data active = inhibition above about 35%, passing the limit was not always enough; inconclusive = no clear call, values can overlap the other calls; also: plate controls were buffer without enzyme for full effect and enzyme alone for no effect
BioA inh – M. tuberculosis BioA enzyme inhibitors, primary screen, biochemical, plate reader, single point, HTS. 7,8-diaminopelargonic acid synthase BioA (Mycobacterium tuberculosis). purified M. tuberculosis BioA enzyme. inhibition, % at 9.99 µM. 0.096% of 360,000 active. AID 602481, 2012; in the data active = inhibition above about 40%; inconclusive = no clear call, values can overlap the other calls
Mtb FBA inh – Mtb FBA enzyme inhibitors, primary screen, biochemical, fluorescence, strain H37Rv; Fructose-bisphosphate aldolase (Mycobacterium tuberculosis (strain ATCC 25618 / H37Rv)), …; purified M. tuberculosis FBA, fluorescence read-out; inhibition, % at 1 µM; 2.3% of 360,000 active; AID 588726, 2011; in the data active = inhibition above about 27%;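 also: 0% = vehicle and 100% = reference inhibitor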
BoNT-A LC inh2 – BoNT/A light chain protease inhibitors, primary screen, biochemical, flow cytometry, MLPCN library | Botulinum neurotoxin type A light chain protease (Clostridium botulinum A str. ATCC 3502) | multiplex microsphere protease substrate cleavage | inhibition, % at 10 µM | 0.17% of 360,000 active | AID 588499, 2011; also: plate controls were buffer without enzyme for full effect and enzyme alone for no effect
UGM FP inh – M. tuberculosis UGM enzyme inhibitors, primary screen, biochemical, fluorescence polarization, single point. UDP-galactopyranose mutase (Mycobacterium tuberculosis (strain ATCC 25618 / H37Rv)), …. purified UGM, fluorescence polarization probe displacement. inhibition, % at 10 µM. 0.06% of 320,000 active. AID 504406, 2011; in the data active = inhibition above about 10%, passing the limit was not always enough; inconclusive = no clear call, values can overlap the other calls
Anthrax LF inh2 – Bacillus anthracis LF protease inhibitors, primary screen, biochemical, multiplex microsphere, MLPCN library; AID 588501, 2011; multiplex microsphere protease cleavage assay; Lethal factor (Bacillus anthracis), P15917; 0.12% of 360,000 active; inhibition, % at 10 µM; also: plate controls were buffer without enzyme for full effect and enzyme alone for no effect
Target sequence (P15917 whole entry, looked up): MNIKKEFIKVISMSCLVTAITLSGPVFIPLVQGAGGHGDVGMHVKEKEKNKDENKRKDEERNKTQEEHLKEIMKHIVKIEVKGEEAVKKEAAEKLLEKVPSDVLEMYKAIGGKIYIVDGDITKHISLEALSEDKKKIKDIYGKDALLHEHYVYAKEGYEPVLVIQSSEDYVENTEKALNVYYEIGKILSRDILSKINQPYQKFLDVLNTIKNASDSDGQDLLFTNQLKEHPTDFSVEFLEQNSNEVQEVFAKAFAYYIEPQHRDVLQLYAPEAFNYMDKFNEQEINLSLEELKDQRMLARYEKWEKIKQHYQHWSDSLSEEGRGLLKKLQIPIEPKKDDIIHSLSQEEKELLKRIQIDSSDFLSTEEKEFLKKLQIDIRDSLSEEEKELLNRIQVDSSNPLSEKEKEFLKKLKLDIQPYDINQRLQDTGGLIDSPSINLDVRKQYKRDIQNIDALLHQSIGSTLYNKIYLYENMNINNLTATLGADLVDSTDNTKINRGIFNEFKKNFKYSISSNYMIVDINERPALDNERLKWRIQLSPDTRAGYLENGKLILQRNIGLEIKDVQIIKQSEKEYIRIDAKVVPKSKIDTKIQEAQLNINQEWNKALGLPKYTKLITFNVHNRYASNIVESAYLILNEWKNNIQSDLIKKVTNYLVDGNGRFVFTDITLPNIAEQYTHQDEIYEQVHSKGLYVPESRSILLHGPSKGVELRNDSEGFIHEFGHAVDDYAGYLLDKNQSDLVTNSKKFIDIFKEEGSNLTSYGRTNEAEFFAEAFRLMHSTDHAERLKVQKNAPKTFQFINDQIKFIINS
GDH-TPI counter – GDH-TPI coupling enzyme inhibitors, primary screen, artefact control for M. tuberculosis FBA inhibitor project, biochemical, absorbance, full deck | inhibition, % at 4.8 µM | GDH-TPI coupled enzyme counterscreen, NADH absorbance | 1.2% of 360,000 active; in the data active = inhibition above about 30%;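 also: 0% = DMSO wells and 100% = wells lacking the enzyme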
FadD28 binding – inhibitors of FadD28 bisubstrate probe binding, primary screen, biochemical, fluorescence polarization, single point; inhibition, % at 12.5 µM; 0.22% of 360,000 active; AID 588549, 2011; in the data active = inhibition above about 8.5%, passing the limit was not always enough; inconclusive = no clear call, values can overlap the other calls
Active calls of the source: *; ? = inconclusive; . = no result given. Rule as the data show it, unless noted: active = inhibition above about 30%; inconclusive = no clear call, values can overlap the other calls; inactive = below that.

Values in the order: PfHsp40 rescue, BoNT-F LC inh, BioA inh, Mtb FBA inh, BoNT-A LC inh2, UGM FP inh, Anthrax LF inh2, GDH-TPI counter, FadD28 binding
- O=C1c2oc3ccccc3c(=O)c2C(c2cccc(O)c2)N1c1ccccn1 (stereo unspecified)
→ -1.0, -4, -1.6, 4, -1.4, -0.9, -5, 14, -1.5
- O=C(NC(=S)Nc1ccc(Br)cc1)C1CCC1
→ 0.9, -1, -0.9, 3, 2.1, 4.9, -3, 6, -1.7
- O=C(Nc1ccc(OC(F)(F)C(F)F)c(NC(=O)c2ccc(F)cc2)c1)c1ccc(F)cc1
→ -1.5, 3, -1.8, -10, 0.9, 3.1, 1, -6, -4.4
- CC(CC(=O)N1CCc2ccccc21)S(=O)(=O)c1ccc2c(c1)NC(=O)CO2 (stereo unspecified)
→ 0.0, 2, -1.9, 0, 1.0, -2.5, 1, 7, -1.7
- CC12CCC(c3nnc(SCc4ccc(Cl)cc4)nc31)C2(C)C (stereo unspecified)
→ 2.1, -12, -0.4, 0, -0.4, -4.2, 0, 1, -6.0
- Cc1ccc(NC(=S)N(CCCN2CCN(C)CC2)Cc2cccs2)cc1C
→ 0.9, -2, ., 0, -1.1, 1.6, 0, 4, -0.2
- O=C(OCn1nnc2ccccc2c1=O)c1ccc2c(=O)n3c(nc2c1)CCC3
→ 0.9, 0, -0.5, 0, 0.0, 0.3, -4, -2, -0.7
- O=C(NCC1CCCO1)[C@@H]1CSC2c3ccccc3C(=O)N21 (stereo partly specified)
→ 0.5, -19, 0.6, 3, -1.0, -2.4, 0, -4, 1.2
- C=CCn1c(O)c(CN2CCOCC2)c(C)c(C#N)c1=O
→ -1.0, 3, -4.6, 7, -0.1, 2.6, -2, 25, 0.3
- Cc1cc(NC(=O)c2cccs2)no1
→ 0.0, -4, 1.6, -2, -1.8, 0.4, 3, 10, 1.3
- Cc1cc(C)n2nc(C(=O)OCC(=O)N(C)CC(=O)Nc3ccccc3Cl)nc2n1
→ -0.9, -12, 0.5, -2, -4.1, 1.1, -6, 5, -0.1
- CCN(CC)C(=O)CC(c1ccc2c(c1)OCO2)c1c(OC)cc(OC)c2ccc(=O)oc12 (stereo unspecified)
→ 8.3, 7, 0.2, 0, -0.1, 1.2, -6, 15, -1.7
- CNC(=O)c1nnsc1S(=O)c1ccc(Cl)cc1 (stereo unspecified)
→ 79*, -3, ., 2, -0.1, ., 4, 5, -1.3
- CCOC(=O)C1CCN(C(=O)N(CC)CC)CC1
→ 0.1, -5, -0.4, -5, -0.8, 4.1, 0, -3, -2.8
- CN1CCCCCC1=Nc1ccccc1C#N
→ 0.1, -4, -1.6, -1, 0.2, -0.3, -1, 0, -4.8
- CSc1ccc(S(=O)(=O)N2CC(=O)Nc3ccccc32)cc1
→ -0.6, 19, 0.8, 3, -1.3, -6.5, -21, 6, -1.9
- NC(=O)C1CCN(Cc2nnnn2Cc2ccco2)CC1
→ -1.0, 16, -1.3, 2, 0.1, -0.3, -1, 2, -0.8
- NC(=O)[C@H]1CC2(CC(c3cccc(NC(=O)COc4ccc(Cl)cc4)c3)=NO2)CN1C(=O)c1ccccc1C(=O)c1ccccc1 (stereo partly specified)
→ 2.8, -11, -1.6, 2, -0.1, 0.2, 1, -10, -9.4
- COc1ccc(-c2csc(N3CCN(C(=O)c4ccco4)CC3)n2)cc1
→ 2.0, 0, -1.7, -1, 0.4, 1.6, -7, -6, -1.3
- COc1ccc2[nH]c3c(c2c1)CCNC3=O
→ -0.4, 0, 0.1, 88*, 0.2, -3.2, -5, 2, -4.5
- O=C(C1CCCO1)N1CCN(S(=O)(=O)c2cc(C(F)(F)F)ccc2Cl)CC1 (stereo unspecified)
→ -0.3, 28, -4.4, 1, 2.7, ., -1, 4, -0.6
- Cc1ccc2c(c1)NC(=O)c1cc([N+](=O)[O-])ccc1O2
→ -0.8, -6, ., 0, -0.4, -0.3, -2, 1, -1.3
- O=C(Nc1ccc2c(c1)OCO2)c1cccc2c1C(=O)N(Cc1cccnc1)C2
→ 0.7, -24, -1.5, 4, -0.3, -1.6, 1, 12, -1.4
- c1ccc(-c2nnc(-c3ccccn3)nn2)nc1
→ -1.7, -9, -0.6, 0, -1.8, 1.8, 3, 4, -2.7
- CN(c1ccccc1)S(=O)(=O)c1ccc(Cl)c(C(=O)Nc2ccccc2N2CCOCC2)c1
→ -0.7, ., 1.0, 1, ., ., ., -1, -2.3
- O=S(=O)(Nc1cc(S(=O)(=O)N2CCOCC2)ccc1NCC1CCCO1)c1ccccc1F (stereo unspecified)
→ -0.7, 4, -1.7, -1, 0.1, 4.6, 7, 11, -1.1
- COc1ccc(-c2cc(C(F)(F)F)c(C#N)c(SCC(=O)O)n2)cc1
→ 0.4, -6, ., 11, 0.1, 3.7, -3, 4, -3.3
- COC1(NS(=O)(=O)c2ccc(Br)cc2)C(C)=CC(=O)C=C1C
→ -1.4, 1, ., -3, -0.8, 0.3, -5, 3, -2.1
- CC(=O)Nc1ccc(NC(=O)C(C)OC(=O)CCCN=C2NS(=O)(=O)c3ccccc32)cc1 (stereo unspecified)
→ 0.8, 2, 0.1, 6, -3.7, -3.2, 0, 2, -1.9
- COc1ccccc1NC(=O)N1c2ccc(F)cc2CCC1C (stereo unspecified)
→ 0.2, 0, -1.3, 4, -0.5, 0.8, -7, 0, -1.5
- NNC(=O)c1ccc([N+](=O)[O-])c(CS(=O)(=O)c2ccc(Cl)cc2)c1
→ 0.6, -2, ., 13, -0.1, 1.8, -1, 1, 0.1
- COC(=O)c1ccc(NC(=O)c2ccc3nc(C)sc3c2)cc1
→ 1.5, -21, -0.4, -1, -10, -0.7, -11, 5, -1.1
- c1ccc2c(c1)CCc1ccccc1C2=C1CCNCC1
→ 0.1, ?, ., -1, ?, 2.6, 4, 0, -4.4
- O=C(NNC(=S)NC(=O)c1ccc(F)cc1)c1ccncc1
→ -0.3, -2, ., 1, 0.2, 0.2, -2, 19, -1.1
- COc1ccc(C(=O)N2CCCC(c3cc(C(=O)Nc4ccccc4)no3)C2)cc1 (stereo unspecified)
→ ., 3, 0.6, 1, -0.1, ., -2, 10, 1.1
- COc1ccc2c(c1)c(/C=N/Nc1ccc(C(=O)O)cc1)c(C)n2C
→ 1.7, -3, 0.5, 6, -1.2, 3.0, -6, 16, 4.9
- Cc1ccc(C)c(S(=O)(=O)N2CCN(C(=O)c3ccc(OCc4c(C)noc4C)cc3)CC2)c1
→ 1.1, -9, ., 0, -7.6, -2.0, 4, -6, 1.0
- O=C(CNC(=O)c1nc[nH]c1C(=O)N1CCNCC1)OCc1ccccc1
→ 0.1, -8, -0.4, 7, -0.6, -2.9, -5, 8, 0.0
- COCCNC(=O)CCc1nc2cccnc2n1Cc1ccc(OC)cc1
→ -0.6, -7, ., -1, -1.5, 1.7, -7, -13, -1.1
- FC(F)(F)c1cc(Nc2ccccc2)nc(-c2ccccn2)n1
→ 2.1, -4, 2.6, 2, -0.7, 1.6, 1, 7, -1.9
- CCOc1cc(/C=C/c2cc(C(=O)O)c3ccccc3n2)ccc1OC
→ -1.6, 1, ., 1, -0.2, 2.4, 0, 7, -0.2
- COc1cccc2cc(C(=O)Nc3cccnc3N3CCOCC3)c(=O)oc12
→ -0.3, -13, -1.6, 4, 0.2, -1.6, -1, 7, -2.4
- CN(C)c1ccc(CN(C(=O)c2cccs2)C2CCS(=O)(=O)C2)cc1 (stereo unspecified)
→ 0.4, 3, 1.3, 5, -1.6, 0.4, -2, -2, -1.3
- CCCc1nc(Cl)c(C#N)c2c1CCCC2
→ -0.9, -10, ., 0, -1.3, 0.1, 1, 9, 1.5
- O=C(Nc1cccc(/C=C/c2ccccn2)c1)c1ccc(-n2cncn2)cc1
→ 2.3, -7, -2.3, -3, 0.3, -1.3, -8, 20, -5.1
- COc1ccc(CN(C)CC(=O)Nc2cc3oc4ccccc4c3cc2OC)c(OC)c1
→ -1.6, -2, -0.8, -2, 0.2, -1.1, -6, 11, 1.1
- CC1(C)Cc2c(c(=S)nc(-c3ccccc3)n2CCOCCO)CO1
→ -1.4, -6, -5.1, 2, -1.2, -1.6, -3, -7, -0.4
- CN(C)c1ccc(C2N(c3ccc(F)cc3)C(=O)C3CCCN32)cc1 (stereo unspecified)
→ -1.1, -2, -2.2, -1, -0.4, -3.3, -7, 40*, 0.2
- COC(=O)C(C)(C)NC(=O)c1cccs1
→ 0.4, -1, -3.2, 5, -0.8, 1.2, -27, -2, 3.0
- Cc1ccc(OCC(=O)Nc2ccc([N+](=O)[O-])cc2)cc1
→ -0.6, -2, ., 0, -0.1, 2.1, -1, 5, -3.3
- O=[N+]([O-])c1nccn1CCCCCCN1CCOCC1
→ ., 1, 2.1, -2, -0.3, ., 6, ., -3.0
- O=C(COC(=O)/C=C/c1cccc([N+](=O)[O-])c1)Nc1cccnc1Cl
→ ?, 3, ., -2, 0.5, -0.2, -8, -5, -3.4
- CCOc1ccc(C(=O)Nc2nc(C)c(C(=O)OC)s2)cc1
→ ., 4, -1.0, -1, -0.1, -0.7, 1, 2, -1.9
- Cn1c(=O)c2cc(NC(=S)NC3CC3)ccc2n1Cc1cccc(C(F)(F)F)c1
→ ., -3, 4.4, 30*, -0.2, ., 1, 8, -0.2
- O=C(CSc1nc2c(c(=O)n1-c1ccc(Cl)cc1)SCC2)Nc1nccs1
→ 0.0, 12, -0.5, -2, 1.1, -2.1, -1, 17, 0.2
- COc1ccc(NC(=O)COc2ccccc2Cc2ccccc2)cc1S(=O)(=O)N1CCOCC1
→ 0.8, -12, ., 1, -0.7, ., -5, -5, -9.4
- O=c1[nH]c(=O)n(-c2ccc(Cl)cc2)c(O)c1C=Nc1ccc(S(=O)(=O)Nc2nccs2)cc1
→ -1.1, 7, -1.9, 1, 1.5, -1.7, 2, 28, -1.3

A different layout for 2 compounds above.
> CN(C)c1ccc(C2N(c3ccc(F)cc3)C(=O)C3CCCN32)cc1 (stereo unspecified)
  PfHsp40 rescue = -1.1
  BoNT-F LC inh = -2
  BioA inh = -2.2
  Mtb FBA inh = -1
  BoNT-A LC inh2 = -0.4
  UGM FP inh = -3.3
  Anthrax LF inh2 = -7
  GDH-TPI counter = 40*
  FadD28 binding = 0.2

> COC(=O)C(C)(C)NC(=O)c1cccs1
  PfHsp40 rescue = 0.4
  BoNT-F LC inh = -1
  BioA inh = -3.2
  Mtb FBA inh = 5
  BoNT-A LC inh2 = -0.8
  UGM FP inh = 1.2
  Anthrax LF inh2 = -27
  GDH-TPI counter = -2
  FadD28 binding = 3.0
